EPAC1 agonist: EPAC1 (human) agonism; O95398; EPAC1 agonist qHTS, biochemical assay; response scale: 100% = response to 6.5 mM cAMP; Potency, µM (titrated, usually from 154 µM), for the others: at the highest dose activation, most hits filed as activators; 0.073% of 360,000 active; further: potency means the concentration at half of the fitted maximal effect; nearly all actives have a fitted effect of over 60% in size
Target sequence (O95398 whole entry, looked up): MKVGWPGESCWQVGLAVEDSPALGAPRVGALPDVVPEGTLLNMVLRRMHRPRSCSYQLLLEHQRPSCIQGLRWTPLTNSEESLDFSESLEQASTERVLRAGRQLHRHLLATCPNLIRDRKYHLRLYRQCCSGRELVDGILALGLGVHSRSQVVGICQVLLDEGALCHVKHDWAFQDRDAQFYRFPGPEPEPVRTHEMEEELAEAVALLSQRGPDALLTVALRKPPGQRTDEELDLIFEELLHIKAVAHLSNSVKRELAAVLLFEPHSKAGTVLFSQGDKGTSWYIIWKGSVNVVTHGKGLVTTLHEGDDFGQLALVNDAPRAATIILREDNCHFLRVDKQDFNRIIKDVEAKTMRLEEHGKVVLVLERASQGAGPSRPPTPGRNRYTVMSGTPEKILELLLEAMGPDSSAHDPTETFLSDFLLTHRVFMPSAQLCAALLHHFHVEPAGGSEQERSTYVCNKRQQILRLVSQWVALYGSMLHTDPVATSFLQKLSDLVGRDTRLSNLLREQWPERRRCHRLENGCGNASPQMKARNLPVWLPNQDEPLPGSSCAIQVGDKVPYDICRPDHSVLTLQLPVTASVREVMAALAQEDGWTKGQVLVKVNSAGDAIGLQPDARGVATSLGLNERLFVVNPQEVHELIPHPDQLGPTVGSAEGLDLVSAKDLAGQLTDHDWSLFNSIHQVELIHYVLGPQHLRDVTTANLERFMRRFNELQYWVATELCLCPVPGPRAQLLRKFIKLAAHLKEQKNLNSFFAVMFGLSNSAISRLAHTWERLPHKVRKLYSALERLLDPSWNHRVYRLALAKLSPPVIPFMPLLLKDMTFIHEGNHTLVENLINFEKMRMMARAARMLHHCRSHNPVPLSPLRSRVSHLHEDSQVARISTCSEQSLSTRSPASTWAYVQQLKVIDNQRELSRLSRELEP
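Fluorescent GDP-exchange assay: 100 nM EPAC1 with 250 nM Rap1B preloaded with BODIPY-GDP and 50 uM GDP; compounds tested as concentration series, 5 min at room temperature, then read every 5 min for 30 min (ex 480/em 540 nm); normalized to 6.5 mM cAMP.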
PLK1 PBD block: inhibitors of human PLK1 polo-box domain binding; 2.8% of 360,000 active; Plk1 PBD binding of FITC phosphopeptide, fluorescence polarization; Potency, µM, for the others: max response, negative = inhibition, actives largely listed as inhibitors; further: potency means the concentration at half of the fitted maximal effect; series mostly up to about 57 µM; on the % scale 0 is the no-effect control and ±100 the full control effect; nearly all actives have a fitted effect of over 65% in size
WRN helicase inh: inhibitors of human WRN helicase | Q14191 | WRN helicase unwinding, fluorescent forked duplex, kinetic | Potency, µM (top dose mostly 114 µM), inactives show at the highest dose activity change, negative = inhibition, hits mostly inhibitors | 0.46% of 360,000 active; further: potency means the concentration at half of the fitted maximal effect; on the % scale 0 is the no-effect control and ±100 the full control effect; nearly all actives have a fitted effect of over 55% in size
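Fluorescence dequenching readout, ex 525 nm/em 598 nm, kinetic mode: forked duplex DNA (100 nM final) with adjacent fluorophore and quencher unwound by WRN (20 nM final) with 2 mM ATP. Compound preincubation 15 min, room temperature.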
EPAC2 agonist: activates human EPAC2 exchange factor; Potency, µM (series often up to 154 µM), without a hit: top-dose activation, hits mostly activators; EPAC2 activation, biochemical qHTS; response scale: 100% = 6.5 mM cAMP response; AID 720711; 0.079% of 360,000 active; Q8WZA2; further: potency means the concentration at half of the fitted maximal effect; nearly all actives have a fitted effect of over 50% in size
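Setup: EPAC2 100 nM, labeled Rap1B complex 250 nM, free GDP 50 uM. Compound titrations pinned in, brief spin, 5 min room temperature incubation. Kinetic fluorescence read over 30 min, normalized to 6.5 mM cAMP.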
IL-2 act: activates IL-2 in a cell-based reporter assay | IL-2 activation reporter assay, cell-based qHTS; stimulated with anti-CD3/CD4/CD28 beads; in transgenic mouse T cells | 0.065% of 360,000 active | activation, % (series mostly up to about 46 µM); in the data active means activation above about 50%; inconclusive means mostly about 30% to 49%; further: 0% is about no effect
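Screening format: compound pinned onto unstimulated transgenic mouse T cells, 60 min incubation, then anti-CD3/anti-CD4/anti-CD28 bead stimulation for 18 hours at 37 degrees C, followed by EGFP and DsRed detection.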
CCT modulator: modulators of cytosolic chaperonin (CCT/TRiC) activity; purified chaperonin ATPase assay, HTRF ADP detection, 30 min; activity change, % (test concentration not listed), hits read low; 0.3% of 360,000 active; in the data active means activity change below about -30%; further: on the % scale 0 is the no-effect control and ±100 the full control effect
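TRiC (40 or 20 nM final, by batch activity) in 30 mM Tris pH 7.4, 100 mM KCl, 5 mM MgCl2, 1 mM DTT was treated with compound at 76 uM single dose, then 10 uM ATP, 30 min at 37 °C. ADP was read by HTRF Transcreener.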
PI5P4K alpha inh: PI5P4K alpha (human) kinase inhibition; P48426; PI5P4Kalpha enzyme, ADP-Glo luminescence, 60 min; active compounds read low; max response, %; 1.2% of 330,000 active; AID 652105; active means max response of -50% or lower; inconclusive means between -30% and -50%; inactive means -30% or higher; further: value at the top dose of about 77 µM; on the % scale 0 is the no-effect control and ±100 the full control effect
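Reactions run in 0.038 M HEPES pH 7.4, 0.28 mM EGTA, 0.1% CHAPS and 5% DMSO, with PI5P4Kalpha, substrate, compound and 5 microM ATP final, one hour at room temperature. Readout is ADP-Glo luminescence.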
EPAC1 antag: EPAC1 (human) antagonism; EPAC1 GEF assay, Rap1b-BODIPY-GDP exchange fluorescence; Potency, µM (doses to about 115 µM), for inactives: at the top dose activity change, negative = inhibition, most hits filed as inhibitors; 0.14% of 360,000 active; O95398;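 further: potency means the concentration at half of the fitted maximal effect; plate controls were vehicle for no effect and positive control for full effect; nearly all actives have a fitted effect of over 50% in size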
Numbers without * were called inactive; ? = inconclusive; . = not tested or not shown; & = joins results of further samples; ! = not confirmed by another sample; [ ] = another dose, or the depositor's remark. Unless noted, the call rests on the fitted dose curve; in most records, active means well fitted curve in the direction sought with a large enough effect; inconclusive means small, poorly fitted or top-dose-only effect, or another doubt; inactive means no such curve, though single readings can be large; an effect the other way counts as inactive or inconclusive. An excerpt; rates above refer to the full screens.

SMILES	EPAC1 agonist	PLK1 PBD block	WRN helicase inh	EPAC2 agonist	IL-2 act	CCT modulator	PI5P4K alpha inh	EPAC1 antag
CCNC(=O)C1CCCN(C(=O)c2ccc(OC)cc2OC)CC1 (centres undefined)	9%	-11%	5%	7%	-0.2	1.0	-9	-2%
CCc1ccc(OC(=O)c2cncc(Br)c2)cc1	-8%	1%	4%	5%	-4.1	-0.9	9	-2%
NS(=O)(=O)c1ccc(N2CCN(S(=O)(=O)Cc3ccccc3)CC2)nc1	-7%	-10%	3%	4%	0.6	-3.1	4	-9%
CCOc1cccc2cc(C(=O)Nc3ccccc3-c3ccccc3)c(=O)oc12	-2%	-8%	11%	4%	-2.6	-0.9	-1	2%
CC(C)(C)NC(=O)CN(C(=O)c1snc(C(=O)NC2CCCCC2)c1N)c1ccc(F)cc1	-6%	-12%	-4%[57.1 µM]	-12%	-1.0	1.8	2	-19%
CCOC(=O)/N=C(/NC(=O)Nc1ccc(C(=O)OCC)cc1)OC	-2%	-6%	9%	-1%	-1.0	0.5	3	8%
CC(NS(=O)(=O)c1ccc(OCC(=O)NCc2ccncc2)cc1)c1ccccc1 (centres undefined)	4%	-1%	-2%	-2%	0.4	-1.0	2	11%
C/C(=N\NC(=O)Cc1cccn1C)c1cccc2ccccc12	6%	-12%	-10%	4%	-1.8	-1.7	-1	-12%
Cc1ccc(NC(=O)c2cc(NC(=O)c3ccco3)ccc2N2CCOCC2)cc1Cl	-14%	-1%	2%	14%	0.1	0.6	3	-3%
c1ccc(C(c2ccccc2)c2noc(CN3CCN(CC4CC4)CC3)n2)cc1	-9%	0%	-1%	-3%	2.2	-2.8	3	-17%
C/C(CCN1CCc2nc(-c3ccccc3)c(-c3ccccc3)cc2C1)=N\OC[C@@H](C)[C@H](OCc1ccccc1)C(C)C	4%	-9%	-1%	15%	-0.6	-1.2	0	-23%
O=C(CCSCc1ccccc1Cl)N1CCN(c2cccc(Cl)c2)CC1	20%	-3%	-13%	12%	1.3	1.9	.	-12%
Nc1[nH]c(C(=O)c2ccc(Br)cc2)c(-c2ccc(Br)cc2)c1C(=O)NCCc1c[nH]c2ccccc12	4%	4%	-3%	-1%	0.6	0.3	0	-16%
CC1(C)CC(=O)C=C(c2ccc(COC(=O)C(c3ccccc3)c3ccccc3)cc2)C1=O	3%	4%	-4%	-2%	-3.2	1.6	1	-10%
O=C(Oc1cc(-c2ccccc2)no1)c1ccc(F)cc1	-8%	-20%	4%	1%	-2.2	-2.6	-26	-13%
N#C/C(=C(/O)CCl)c1nc2c(s1)CCc1ccccc1-2	2%	7.5µM*	?	2%	-0.6	-2.9	-27	?
N#CC(C#N)=NNc1ccc(S(=O)(=O)N2CCCCC2)cc1	-28%	-24%	-30%	-26%	0.5	1.3	?	-18%
Cc1ccc(-c2c(C(=O)O)c(C(=O)O)c3n2CCC3)cc1	-1%	-18%	1%	11%	-0.2	-0.9	-26	-5%
CN(/N=C/c1cccnc1)c1cnn(-c2ccc(F)c(Cl)c2)c(=O)c1Cl	-5%	0%	-4%	-10%	-2.5	-1.8	1	-2%
CCCN(CCC)CCNC(=O)CS(=O)Cc1nc(-c2ccc(C)cc2)oc1C (centres undefined)	3%	2%	-2%	-2%	-1.0	-1.2	.	15%
O=C(NCc1ccccn1)c1ccc(Cn2c(=S)[nH]c3ccc(Br)cc3c2=O)cc1	10%	-12%	-12%	-7%	-0.3	0.8	1	4%
CC(C)(C)c1nc2ccc(NS(=O)(=O)c3ccc(F)c(F)c3F)cc2[nH]1	3%	-6%	-2%[57.1 µM]	9%	0.2	-2.0	-1	0%
CCCc1cc(=O)[nH]c(SCC(=O)Nc2cc(S(=O)(=O)N3CCOCC3)ccc2N(CC)CC)n1	1%	-21%	-6%	7%	0.5	-1.3	6	1%
O=C(O)CCCc1nc2ccccc2s1	-2%	-9%	4%	0%	-1.9	-0.2	-14	6%
Cc1cc2ccccc2n1CCNC(=O)Cc1ccccc1	4%	-2%	-3%	1%	-1.1	0.6	4	-6%

Quoted at random: five compounds from above
SMILES	EPAC1 agonist	PLK1 PBD block	WRN helicase inh	EPAC2 agonist	IL-2 act	CCT modulator	PI5P4K alpha inh	EPAC1 antag
CC(C)(C)NC(=O)CN(C(=O)c1snc(C(=O)NC2CCCCC2)c1N)c1ccc(F)cc1	-6%	-12%	-4%[57.1 µM]	-12%	-1.0	1.8	2	-19%
N#C/C(=C(/O)CCl)c1nc2c(s1)CCc1ccccc1-2	2%	7.5µM*	?	2%	-0.6	-2.9	-27	?
Cc1ccc(-c2c(C(=O)O)c(C(=O)O)c3n2CCC3)cc1	-1%	-18%	1%	11%	-0.2	-0.9	-26	-5%
CCc1ccc(OC(=O)c2cncc(Br)c2)cc1	-8%	1%	4%	5%	-4.1	-0.9	9	-2%
CC(NS(=O)(=O)c1ccc(OCC(=O)NCc2ccncc2)cc1)c1ccccc1 (centres undefined)	4%	-1%	-2%	-2%	0.4	-1.0	2	11%

(list continues)
SMILES	EPAC1 agonist	PLK1 PBD block	WRN helicase inh	EPAC2 agonist	IL-2 act	CCT modulator	PI5P4K alpha inh	EPAC1 antag
O=C(NCc1ccccn1)C1CCN(C(=O)c2cc3sccc3n2Cc2ccc(F)cc2)CC1	-4%	-20%	2%	19%	-4.1	-1.7	4	0%
O=C(Nc1cccc(Cl)c1)c1cnn2cccnc12	3%	0%	-1%	-2%	-1.0	-0.5	.	7%
O=C(Cc1coc(-c2ccc(F)cc2)n1)NC1CCCCC1	-1%	-7%	1%	19%	-0.4	-1.9	6	5%
Nc1c(C(=O)c2ccccc2)oc2ccc([N+](=O)[O-])cc12	19%	-7%	-5%	17%	-3.2	-0.9	5	-1%
Cc1ccc(S(=O)(=O)NCC2(c3ccccc3)CCOCC2)cc1	1%	-5%	2%	9%	-1.9	-1.3	2	-10%
CCC(c1nnc(SCC(=O)NC2CCCCC2)n1Cc1ccccc1)N(C)C (centres undefined)	8%	-7%	-5%	1%	0.5	1.3	11	-22%
Cc1ccc(NC(=O)CSc2nc(N)cc(=O)[nH]2)cc1S(=O)(=O)N1CCCCC1	-4%	-5%	-7%	7%	0.9	-0.9	-10	24%
Nc1nc(NCC2CCCO2)nc(Nc2cccc(Cl)c2)c1[N+](=O)[O-] (centres undefined)	-2%	-5%	-4%	-1%	-4.0	-1.7	-4	20%
CCCOc1ccc(C(=O)NCC(C)(C)N2CCOCC2)cc1	-3%	1%	-10%	3%	-1.5	-0.9	2	1%
COc1ccc(-c2cc([C@H]3[C@H]4C=CC[C@@H](C)[C@@H]4C(=O)N3Cc3ccccc3)ccc2F)cc1	-3%	2%	-9%	1%	-0.1	0.5	3	-5%
CC(C)(C)OC(=O)CC[C@@H](C(=O)N1CCN(C(=O)OC(C)(C)C)CC1)n1cc(C(CO)NC(=O)OC(C)(C)C)nn1 (some centres undefined)	-21%	-2%	4%	9%	-0.1	-0.7	-10	-13%
COC(=O)c1ccccc1NC(=O)COC(=O)c1ccco1	-3%	-9%	?	-2%	-0.3	-4.7	-28	-13%
CC1(NC(=O)CN2CCN(c3cnn(-c4ccccc4)c(=O)c3Cl)CC2)CCS(=O)(=O)C1 (centres undefined)	5%	2%	8%	-4%	-0.4	-0.6	3	-7%
COc1ccc(OC)c(-c2cc(C(=O)Nc3c(C)nn(Cc4ccc(Cl)cc4)c3C)no2)c1	15%	-4%	-16%	15%	0.3	0.2	.	-5%
CN(Cc1cnc2nc(N)nc(N)c2n1)c1ccc(C(=O)N[C@@H](CCC(=O)O)C(=O)O)cc1	-16%&-8%	-4%&-7%	-11%&-32%	-1%&-5%	0.1&0.0	0.8&0.7	-68*!	-2%&-17%
CCN(CC(=O)Nc1ccc(NC(C)=O)cc1)C(=O)c1sc2nc3n(c(=O)c2c1C)CCC3	12%	-7%	5%	11%	-0.4	1.3	-11	18%
O=C(CN1C(=O)C2C3C=CC(C3)C2C1=O)Nc1ccc2nccnc2c1 (centres undefined)	5%	-3%	-12%	6%	-1.1	-1.1	-6	3%
COc1ccc(C)cc1NC(=O)CSc1nnc(-c2ccc(C)cc2)o1	1%	-1%	-4%	-2%	-3.1	-1.7	-1	-16%
COc1ccc(CCNC(=O)CSc2nc(N)cc(=O)[nH]2)cc1OC	15%	-9%	4%	7%	-0.7	0.7	-1	9%
Cc1ccc(S(=O)(=O)N2CCN(C(=O)N3CCOCC3)CC2)cc1C	-5%	2%	7%	3%	-0.8	1.4	-1	-12%
COc1ccc(C(=O)NCC(=O)OCC(=O)c2c[nH]c3ccccc23)cc1	1%	-4%	6%	7%	0.4	-1.3	0	5%
Clc1ccc(CCNc2nc3ccccc3n3nnnc23)cc1	10%	2%	-3%	4%	-2.0	0.1	0	-9%
COc1ccc(CCC(=O)OCC(=O)N(CC(C)C)c2c(N)n(Cc3ccccc3)c(=O)[nH]c2=O)cc1	-35%	-2%	-9%	-11%	-0.9	-2.4	-6	-10%
CC1CC(C)CN(Cc2nc(N)nc(Nc3ccc4ccccc4c3)n2)C1 (centres undefined)	-12%	-19%	0%	-8%	0.7	1.8	0	3%
CCOC(=O)/C=C/c1cccc(C)c1O	0%	-17%	6%	17%	0.2	.	-2	-11%

Carrying on:
SMILES	EPAC1 agonist	PLK1 PBD block	WRN helicase inh	EPAC2 agonist	IL-2 act	CCT modulator	PI5P4K alpha inh	EPAC1 antag
CN(C)CCCNC(=O)/C=C/c1ccc2c(c1)OCO2	3%	6%	-12%[57.1 µM]	1%	0.9	-2.7	3	13%
CSc1ccc2c(c1)C(N1CCN(C)CC1)Cc1ccc(F)cc1S2 (centres undefined)	-6%	3%	-3%	17%	0.4	-1.5	11	-17%
CC(Oc1ccccc1)C(=O)NNS(=O)(=O)c1ccc([N+](=O)[O-])cc1 (centres undefined)	-2%	-3%	-2%	-1%	-1.7	3.1	3	4%
CC(=O)COc1ccc2c(-c3cccc([N+](=O)[O-])c3)cc(=O)oc2c1	-13%	-3%	9%	-4%	-3.2	2.7	-2	-3%
O=[N+]([O-])c1ccccc1Nc1ccc(O)cc1	4%	-11%	-4%	4%	-4.5	0.1	2	12%
Cc1ccc(S(=O)(=O)NC23CC4CC(CC(C4)C2)C3)cc1	-6%	-5%	-9%	15%	-0.4	1.9	4	-16%
CCc1ccc(CN(C)Cc2nc(Cc3ccc(OC)c(OC)c3)no2)nc1	11%	-9%	0%	9%	-0.9	-1.2	1	19%
CC(=O)Nc1ccc(NC(=O)CCc2ccc(C)o2)cc1	3%	0%	-1%	1%	0.2	-0.4	2	-19%
COCCCNC(=O)CS(=O)Cc1nc(-c2ccccc2C)oc1C (centres undefined)	-12%	-21%	6%	0%	2.0	-0.8	2	-2%
